# U2OS ROS induce: cancer cell ROS induction; U2OS ROS induction, H2DCF-DA fluorescence; ROS induction (% of piperlongumine), % at 10 µM; hit rate 2% among 46,000; in the data active = ROS induction above about 79%, passing the limit was not always enough;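 also: 0% = DMSO vehicle median and 100% = reference compound median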
# The depositor's hits bear a star. Only part of the results is shown; the hit share may differ from the screen's.
SMILES,U2OS ROS induce
C[C@@H]1CCCCO[C@@H](CN(C)C(=O)C2CCCCC2)[C@@H](C)CN([C@H](C)CO)C(=O)c2cc(NC(=O)Cc3ccccc3)ccc2O1,35.9
O=C(N/N=C/c1ccc2c(c1)CCO2)c1ccccc1O,-15.7
Cc1ccc(S(=O)(=O)N(C)C[C@H]2Oc3ccc(N(C)C)cc3CC(=O)N([C@@H](C)CO)C[C@H]2C)cc1,-7.0
C[C@H](CO)N1C[C@H](C)[C@H](CN(C)Cc2ccc(Oc3ccccc3)cc2)Oc2ccc(NS(=O)(=O)c3ccccc3)cc2CC1=O,34.4
CCOc1ccc(Nc2nc(C3(C)CC4(CC(C)(C)OC4=O)C(=O)O3)cs2)cc1 (configuration not stated),-6.8
COc1ccc(CC(=O)N2CCc3ccccc32)cc1,-4.0
Cc1ccc(S(=O)(=O)N2C3C=CC(C3)C2C(=O)O)cc1 (configuration not stated),-1.9
COc1cccc(NC(=O)CCn2nc(-c3ccccc3OC)c3c(C)cc(C)nc32)c1,6.5
C[C@@H]1CN([C@H](C)CO)C(=O)c2cccc(NS(C)(=O)=O)c2O[C@H]1CN(C)C(=O)Nc1ccccc1,-7.3
C[C@@H]1CN([C@@H](C)CO)C(=O)c2cccc(NS(C)(=O)=O)c2O[C@@H]1CN(C)Cc1ccc(Cl)c(Cl)c1,-5.0
COc1cccc(C(=O)NCCN2CCOCC2)c1,4.6
NC(=O)[C@@H]1[C@H]2C(=O)O[C@H](c3ccccc3)[C@H](c3ccccc3)N2[C@H](c2ccccc2OCCO)[C@@]12C(=O)Nc1ccccc12,2.7
C[C@H]1CN([C@@H](C)CO)C(=O)Cc2cc(NC(=O)Nc3ccccc3)ccc2O[C@H]1CN(C)Cc1ccc(C(=O)O)cc1,-3.9
C[C@@H]1CCCCO[C@@H](CN(C)C(=O)c2ccccc2)[C@@H](C)CN([C@H](C)CO)C(=O)c2cc(N(C)C)ccc2O1,25.1
O=S(=O)(c1ccccc1)N(Cc1ccccc1)Cc1ccccc1,0.2

# Ordered by molar mass (smallest number first): some entries from above
SMILES,U2OS ROS induce
COc1ccc(CC(=O)N2CCc3ccccc32)cc1,-4.0
O=C(N/N=C/c1ccc2c(c1)CCO2)c1ccccc1O,-15.7
C[C@@H]1CN([C@@H](C)CO)C(=O)c2cccc(NS(C)(=O)=O)c2O[C@@H]1CN(C)Cc1ccc(Cl)c(Cl)c1,-5.0
C[C@H](CO)N1C[C@H](C)[C@H](CN(C)Cc2ccc(Oc3ccccc3)cc2)Oc2ccc(NS(=O)(=O)c3ccccc3)cc2CC1=O,34.4

# (listing goes on)
SMILES,U2OS ROS induce
C[C@@H]1CN([C@@H](C)CO)C(=O)c2cccc(NC(=O)Nc3cccc4ccccc34)c2O[C@H]1CN(C)C(=O)Nc1ccc(F)cc1,1.3
CCc1ccc(CN2CCN(Cc3ccc4c(c3)OCO4)CC2)cc1,20.5
Cc1c(C(=O)N(Cc2ccccc2)Cc2cccnc2)cnn1-c1ccc(F)cc1,-9.4
Cc1noc(C)c1NC(=O)Nc1ccc2c(c1)CC(=O)N([C@@H](C)CO)C[C@H](C)[C@H](CN(C)Cc1ccc(C(=O)Nc3ccccc3N)cc1)O2,-4.5
C[C@H](CO)N1C[C@H](C)[C@@H](CN(C)Cc2ccc(C(=O)Nc3ccccc3N)cc2)Oc2ccc(NC(=O)CCN3CCOCC3)cc2C1=O,-0.6
C[C@@H]1CN([C@@H](C)CO)C(=O)c2cc(NC(=O)CCN3CCOCC3)ccc2O[C@H]1CN(C)S(=O)(=O)c1cccs1,-1.7
C[C@H](CO)N1C[C@H](C)[C@@H](CN(C)S(=O)(=O)c2ccc(Cl)cc2)Oc2ccc(NC(=O)Nc3ccc(F)cc3)cc2C1=O,12.4
COc1ccc(NC(=O)Nc2ccc3c(c2)C(=O)N([C@@H](C)CO)C[C@H](C)[C@@H](CN(C)S(=O)(=O)c2cccs2)O3)cc1,0.1
C[C@H]1CN([C@@H](C)CO)C(=O)c2cc(NS(=O)(=O)c3ccc(F)cc3)ccc2O[C@H]1CN(C)C(=O)NC1CCCCC1,5.7
CC1CCCCC1NC(=O)CCSCc1cccc(Cl)c1 (configuration not stated),-1.4
COc1ccc(S(=O)(=O)N(C)C[C@@H]2OCCCC[C@@H](C)Oc3ccc(NC(=O)Nc4ccc(C(F)(F)F)cc4)cc3C(=O)N([C@H](C)CO)C[C@@H]2C)cc1,32.3
COc1ccc(C(=O)N2c3ccccc3CCc3ccccc32)cc1,-10.4
C[C@@H]1CN([C@@H](C)CO)C(=O)Cc2cc(NC(=O)c3ccncc3)ccc2O[C@@H]1CN(C)S(=O)(=O)c1ccc(F)cc1,-3.0
O=C1C(=O)N(CCCN2CCOCC2)C(c2cccnc2)C1C(=O)c1cc2ccccc2o1 (configuration not stated),-10.4
CC(C)NC(=O)Nc1ccc2c(c1)C(=O)N([C@@H](C)CO)C[C@@H](C)[C@H](CN(C)Cc1ccc(C(F)(F)F)cc1)O2,-0.5
CC(C)OC(=O)N(C)C[C@@H]1OCc2cnnn2CCCC(=O)N([C@@H](C)CO)C[C@H]1C,4.5
O=C(O)CCC(=O)Cc1ccccc1,-7.3
COc1ccc(CN(C)C[C@@H]2OCc3cnnn3CCCC(=O)N([C@@H](C)CO)C[C@@H]2C)cc1,32.8
C[C@H]1CN([C@@H](C)CO)C(=O)Cc2cc(NS(=O)(=O)c3ccc(Cl)cc3)ccc2O[C@H]1CN(C)S(=O)(=O)c1ccccc1,6.0
C[C@H](CO)N1C[C@H](C)[C@@H](CN(C)Cc2ccc(Oc3ccccc3)cc2)Oc2ccc(NC(=O)c3ccncc3)cc2C1=O,10.1
COc1ccc(O)c(/C=N/NC(=O)CCCCCC(=O)Nc2ccccc2O)c1,15.4
C[C@H](CO)N1C[C@H](C)[C@H](CN(C)Cc2ccc(C(=O)Nc3ccccc3N)cc2)Oc2ccc(NC(=O)Nc3ccccc3)cc2C1=O,1.6
C[C@H](CO)N1C[C@H](C)[C@@H](CN(C)Cc2ccc3c(c2)OCO3)Oc2c(NC(=O)C3CCOCC3)cccc2C1=O,45.0
C[C@H]1CN([C@@H](C)CO)C(=O)c2cccc(NS(=O)(=O)c3cccs3)c2O[C@H]1CN(C)C(=O)Nc1ccccc1,-2.4
Nc1nnnn1CC(=O)N(Cc1ccco1)C1(C(=O)Nc2ccccc2)CCCCC1,-1.9
CCOC(=O)c1cnc2c(c(C3CC3)nn2C)c1N1CCOCC1,46.2
Cc1ccc(-c2noc(CCC(=O)Nc3cccc([N+](=O)[O-])c3)n2)cc1,0.4
COc1ccc(NC(=O)N(C)C[C@H]2Oc3c(NC(=O)Nc4ccc(F)cc4)cccc3C(=O)N([C@@H](C)CO)C[C@H]2C)cc1,5.5
C[C@H](CO)N1C[C@H](C)[C@@H](CN(C)Cc2ccc(C(F)(F)F)cc2)Oc2c(NS(=O)(=O)c3ccccc3)cccc2C1=O,10.3
CS(=O)(=O)CCC(C(=O)N1CCCCC1)N1C(=O)c2cc(Cl)c(Cl)cc2C1=O (configuration not stated),-9.2
COCCOC(=O)N1C(=O)[C@@]2(c3cc(C#Cc4ccc(OC)cc4)ccc31)[C@H](C(=O)N1CCCCCCC1)[C@H]1C(=O)O[C@H](c3ccccc3)[C@H](c3ccccc3)N1[C@@H]2c1ccc(O)cc1,-7.5
Cc1ccc(S(=O)(=O)Nc2cccc3c2O[C@H](CN(C)Cc2ccccc2)[C@@H](C)CN([C@@H](C)CO)C3=O)cc1,1.7
CCSC1=N/C(=C\c2ccc(C(=O)O)cc2)C(=O)S1,11.3
COC(=O)c1cc(=O)n2c(c1C(=O)c1ccc(Cl)cc1)SCC2,-2.0
Cc1cc(Br)ccc1NC(=O)C(=O)NCCCN1CCOCC1,-10.2
CN(C(=O)Nc1ccccc1)C1CCCCC1,-11.8
Cc1noc(C)c1NC(=O)Nc1cccc2c1O[C@@H](CN(C)Cc1ccccc1)[C@H](C)CN([C@H](C)CO)C2=O,4.9
COc1ccc(S(=O)(=O)c2ccc(OC)cc2)cc1,1.7
COc1ccc(S(=O)(=O)Nc2ccc3c(c2)CC(=O)N([C@H](C)CO)C[C@@H](C)[C@H](CN(C)Cc2ccc4c(c2)OCO4)O3)cc1,19.6
CCC(Sc1nncn1C)C(=O)Nc1ccc(-c2nc3ccc(C)cc3s2)cc1 (configuration not stated),6.4
O=C(Nc1ccc2snnc2c1)NC1CCCC1,-1.5
C[C@H]1CN([C@@H](C)CO)C(=O)c2cc(NC(=O)c3ccncc3)ccc2O[C@@H]1CN(C)C,3.9
CC(C)NC(=O)Nc1cccc2c1O[C@H](CN(C)S(=O)(=O)c1cccs1)[C@H](C)CN([C@H](C)CO)C2=O,-10.5
Cc1cc(C)c(C#N)c(SCC(=O)N2CCCCC2)n1,1.6
C[C@H]1CN([C@@H](C)CO)C(=O)c2cccc(NC(=O)c3ccncc3)c2O[C@@H]1CN(C)S(=O)(=O)c1ccccc1,-0.1

# Exported with each value named: entries from further up.
CCC(Sc1nncn1C)C(=O)Nc1ccc(-c2nc3ccc(C)cc3s2)cc1 (configuration not stated)
  U2OS ROS induce = 6.4

O=C(Nc1ccc2snnc2c1)NC1CCCC1
  U2OS ROS induce = -1.5

C[C@H]1CN([C@@H](C)CO)C(=O)c2cc(NC(=O)c3ccncc3)ccc2O[C@@H]1CN(C)C
  U2OS ROS induce = 3.9

# Next section:
SMILES,U2OS ROS induce
NC(N)=NC(N)=NCCc1ccccc1,-7.7
Cc1cccn2c(=O)c3cc(C(=O)N4c5ccccc5CC4C)n(C)c3nc12 (configuration not stated),3.7
Cn1c(=O)c2c(nc(NCc3cccnc3)n2Cc2ccc(Cl)cc2Cl)n(C)c1=O,15.0
O=C(Nc1ccc(I)cc1C(=O)NCc1cccnc1)c1ccc(Cl)cc1Cl,28.2
C[C@@H]1CCCCO[C@H](CN(C)CC2CCCCC2)[C@@H](C)CN([C@H](C)CO)C(=O)c2cc(NS(=O)(=O)c3ccccc3)ccc2O1,119.0*
Cc1ccc(Nc2nc(Nc3ccc(C)cc3)nc(Sc3nnc(C)s3)n2)cc1,7.3
CCC(Sc1nncn2c1cc1sccc12)C(=O)N1CCOCC1 (configuration not stated),-9.4
CC(C)NC(=O)Nc1ccc2c(c1)C(=O)N([C@@H](C)CO)C[C@H](C)[C@@H](CN(C)Cc1ccc(C(F)(F)F)cc1)O2,-1.3
COc1ccc(NC(C)=O)cc1C,-6.1
C[C@@H]1CN([C@H](C)CO)C(=O)c2cc(NS(=O)(=O)c3ccc(F)cc3)ccc2O[C@@H]1CN(C)C(=O)Nc1cccc2ccccc12,19.8
COc1ccc(S(=O)(=O)N(C)C[C@@H]2Oc3ccc(NC(=O)Cn4cnnn4)cc3CC(=O)N([C@H](C)CO)C[C@@H]2C)cc1,-3.3
C=CCN1C(=O)[C@]2(O[C@H](CCn3cc(CCO)nn3)[C@@H]([Si](C)(C)c3ccc(OC)cc3)[C@@H]2C)c2ccccc21,35.5
COc1ccccc1-c1cc(C(F)F)n2ncc(C(=O)NCc3cccnc3)c2n1,115.9*
C[C@@H]1CCCCO[C@H](CN(C)S(C)(=O)=O)[C@@H](C)CN([C@H](C)CO)C(=O)c2cc(NC(=O)NC3CCCCC3)ccc2O1,-4.9
Cc1noc(C)c1NC(=O)Nc1ccc2c(c1)CC(=O)N([C@@H](C)CO)C[C@H](C)[C@H](CN(C)S(=O)(=O)c1ccc(F)cc1)O2,32.9
CNC[C@@H]1Oc2ccc(NS(=O)(=O)c3ccccc3)cc2CC(=O)N([C@@H](C)CO)C[C@@H]1C,-9.3
C[C@H]1CN([C@@H](C)CO)C(=O)c2cc(NC(=O)Nc3ccc(C(F)(F)F)cc3)ccc2O[C@@H]1CN(C)S(=O)(=O)c1cccs1,8.6
Cc1ncn2cc(-c3ccc(Cl)cc3Cl)[nH]c(=O)c12,46.2
CNC[C@@H]1Oc2ccc(NC(=O)C3CC3)cc2C(=O)N([C@@H](C)CO)C[C@@H]1C,23.1
C[C@@H]1CN([C@H](C)CO)C(=O)c2cc(NS(=O)(=O)c3cn(C)cn3)ccc2O[C@H]1CN(C)Cc1ccc(Oc2ccccc2)cc1,-3.2
C[C@H]1CN([C@@H](C)CO)C(=O)c2cc(NC(=O)CCCCCC(=O)Nc3ccccc3N)ccc2O[C@@H]1CN(C)C,-4.0
Cc1c(C(=O)NCCCN2CCOCC2)oc2ccc3c(c12)C(=O)CC(C)(c1ccc(Cl)cc1)O3 (configuration not stated),1.0
C/C=C(/C)C(=O)O[C@H]1[C@H](OC(=O)/C=C/c2ccccc2)[C@@]23C(CC1(C)C)[C@]1(CCC4[C@@]5(C)CC[C@H](O[C@@H]6O[C@H](C(=O)O)[C@@H](O)[C@H](O[C@@H]7O[C@H](CO)[C@H](O)[C@H](O)[C@H]7O[C@@H]7O[C@@H](C)[C@H](O)[C@@H](O)[C@H]7O[C@@H]7OC[C@](O)(CO)[C@H]7O)[C@H]6O[C@@H]6O[C@H](CO)[C@H](O)[C@H](O)[C@H]6O)C(C)(C)C5CC[C@@]4(C)[C@]1(C)C[C@H]2O)O[C@H]3O (some centres not stated),-47.9
COc1ccc([Si](C)(C)[C@@H]2[C@@H](CCn3cc([C@H](O)c4ccccc4)nn3)O[C@]3(C(=O)N(Cc4cccc(N5CCC5=O)c4)c4ccccc43)[C@H]2C)cc1,53.8
CNC[C@@H]1Oc2c(NC(=O)c3ccc(-c4nccs4)cc3)cccc2C(=O)N([C@H](C)CO)C[C@@H]1C,-10.2
O=C(CCCCC(=O)N/N=C/c1coc2ccccc2c1=O)NO,1.7
C[C@H](CO)N1C[C@H](C)[C@H](CN(C)Cc2ccc(C(=O)O)cc2)Oc2ccc(NC(=O)Cn3cnnn3)cc2CC1=O,0.0
C[C@@H]1CCCCO[C@@H](CN(C)C(=O)Nc2ccc(C(F)(F)F)cc2)[C@@H](C)CN([C@H](C)CO)C(=O)c2cc(NC(=O)Nc3ccccc3)ccc2O1,51.1
COc1ccc(OC)c(NC(=O)CSc2nc(N)c(-c3ccccc3)c(=O)[nH]2)c1,46.2
CN(C)CCC(=O)N1c2ccccc2Sc2ccc(C(F)(F)F)cc21,-4.3

# Assay outcomes: PubChem, Broad Institute
